CHRM5 antagonist: human M5 muscarinic receptor antagonists, primary screen, CHO cells, Fluo-8 calcium fluorescence; Muscarinic acetylcholine receptor M5 (Homo sapiens), P08912; 0.59% of 360,000 active; CHO-hM5 cells, ACh EC80; inhibition, % at 3 µM;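 active = inhibition above a per-plate cutoff, the mean of that plate's test compounds plus 3 SD, cut at about 27% in these data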;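 note: 0% = acetylcholine EC80 with DMSO and 100% = DMSO without agonist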
Target sequence (P08912 whole entry, looked up): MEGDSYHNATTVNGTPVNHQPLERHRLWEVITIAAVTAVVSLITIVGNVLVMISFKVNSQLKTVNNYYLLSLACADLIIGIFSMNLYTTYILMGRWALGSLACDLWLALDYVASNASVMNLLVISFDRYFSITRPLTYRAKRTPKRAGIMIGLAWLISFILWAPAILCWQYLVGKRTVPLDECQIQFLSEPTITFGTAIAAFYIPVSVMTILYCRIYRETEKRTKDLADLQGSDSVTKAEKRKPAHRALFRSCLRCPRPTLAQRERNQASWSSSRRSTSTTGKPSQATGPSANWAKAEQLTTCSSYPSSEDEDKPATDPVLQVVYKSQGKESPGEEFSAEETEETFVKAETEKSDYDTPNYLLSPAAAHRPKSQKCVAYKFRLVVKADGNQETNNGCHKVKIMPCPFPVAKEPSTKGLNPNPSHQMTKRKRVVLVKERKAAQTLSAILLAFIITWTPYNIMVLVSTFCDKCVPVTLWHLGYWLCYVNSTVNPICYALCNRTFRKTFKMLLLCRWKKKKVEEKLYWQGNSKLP
CHRM4 PAM: human M4 muscarinic receptor positive allosteric modulators, primary screen, CHO-K1 cells, Fluo-8 calcium fluorescence. Muscarinic acetylcholine receptor M4 (Homo sapiens), P08173. CHO-K1 hM4/Gqi5, ACh EC20; 0% = ACh EC20, 100% = maximal ACh. activation, % at 3 µM. 0.4% of 360,000 active. AID 624126, 2012;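 active = activation above its plate's cutoff, the mean activation of sample wells plus 3 SD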; note: some results filed as inactive read as strong as hits
TAAR1 ag: human TAAR1 agonists, primary screen, Fluo-8 calcium fluorescence, CHO RD-HGA16 cells; activation, % at 3 µM; AID 624467, 2012; 0.99% of 360,000 active; vehicle wells 0%, saturating PEA agonist 100%; Trace amine-associated receptor 1 (Homo sapiens), Q96RJ0;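 active = activation above the mean activation of all test compounds in the run plus 3 SD, cut at about 38% in these data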
Target sequence (Q96RJ0 whole entry, looked up): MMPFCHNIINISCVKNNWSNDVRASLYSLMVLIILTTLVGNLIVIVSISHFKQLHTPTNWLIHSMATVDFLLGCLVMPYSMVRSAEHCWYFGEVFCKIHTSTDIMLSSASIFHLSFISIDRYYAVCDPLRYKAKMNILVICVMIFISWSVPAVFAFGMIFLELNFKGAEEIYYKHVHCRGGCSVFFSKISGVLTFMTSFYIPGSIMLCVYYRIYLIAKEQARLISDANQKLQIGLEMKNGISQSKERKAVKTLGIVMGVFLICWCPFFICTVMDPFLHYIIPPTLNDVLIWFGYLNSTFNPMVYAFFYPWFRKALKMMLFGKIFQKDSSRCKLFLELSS
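Test system: RD-HGA16 (CHO) cells co-expressing Gα16 and hTAAR1 | Doses: Single dose, 3 µM | Schedule: 17-24 h seeding, 75 min 37 °C dye, 30 min RT | Evaluation: % activation from peak over basal fluorescence ratio, DMSO-to-PEA scaled | Technique: Kinetic Fluo-8 calcium fluorescence | Benchmarks: Low control DMSO, high control PEA (EC100)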
M1 PAM parental: nonselective calcium activators in parental CHO-K1 cells, primary screen, counter-screen for M1 PAM project, cell-based, Fluo-8 calcium fluorescence, full deck, 1536-well; ATP EC20; 0% at ATP EC20, 100% at ATP max; activation, % at 3 µM; 0.02% of 360,000 active; AID 602247, 2012;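 active = activation above the run cutoff, the mean activation of all test compounds plus 3 SD, cut at about 40% in these data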;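 note: peak over basal fluorescence ratio in a 140 s read after ATP addition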
CRFBP-R2 agonist: agonists of CRF-BP/CRF-R2 complex, primary screen, cell-based, HEK293, calcium dye fluorescence, uHTS | AID 588473, 2011 | CRF-binding protein / CRF receptor 2 complex (human) | activation, % at 13.2 µM | 0.46% of 350,000 active | calcium dye fluorescence (FLIPR); percent of saturating CRF peptide response;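 active = activation of at least 50%, plus an integration ratio under a set limit after plate pattern correction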;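 note: plate controls were neutral control wells without compound for no effect and CRF at EC100 for full effect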
TAAR1 antagonist: human TAAR1 antagonists, primary screen, Fluo-8 calcium fluorescence, CHO RD-HGA16 cells; antagonist; inhibition, % at 3 µM; Trace amine-associated receptor 1 (Homo sapiens), Q96RJ0; AID 624466, 2012; 1.5% of 360,000 active;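 active = inhibition above a per-plate cutoff, the mean inhibition of test compounds on that plate plus 3 SD, cut at about 49% in these data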;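 note: 0% = DMSO plus EC80 beta-PEA response and 100% = DMSO alone without agonist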
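Test system: CHO RD-HGA16 cells bearing hTAAR1 | Reagent: β-PEA, EC80 | Compound dosing: 3 µM, single point | Schedule: Dye loading 75 min at 37 °C, then 30 min room temperature | Signal: Calcium fluorescence with Fluo-8 | Evaluation: Percent inhibition of PEA-evoked calcium signal, max/basal emission ratio | Control set: DMSO-only wells and EC80 β-PEA-stimulated wells | Repeats: Singlicate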
CRFBP-R2 block: antagonists of CRF-BP/CRF-R2 complex, primary screen, cell-based, HEK293, calcium dye fluorescence, uHTS; CRF-induced calcium fluorescence; inhibition, % at 11.8 µM; 0.59% of 350,000 active; AID 588475, 2011;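 active = inhibition of the ligand-induced calcium signal above about 50% at the single tested concentration, limit read from the data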
M5 PAM: human M5 muscarinic receptor positive allosteric modulators, primary screen, CHO-K1 cells, Fluo-8 calcium fluorescence. CHO-K1 hM5, ACh EC20 PAM; 0% = ACh EC20, 100% = ACh EC100. activation, % at 3 µM. 0.3% of 360,000 active. AID 624038, 2012;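 active = activation above the run cutoff, the mean activation of all test compounds plus 3 SD, cut at about 18% in these data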
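Replicates: One well per compound, no replicates | System: Human M5 receptor in CHO-K1 cells | Benchmarks: Low control EC20 acetylcholine (0%), high control EC100 acetylcholine (100%) | Probe or stimulus: Acetylcholine, EC20 level | Times: Fluo-8 loading 80 min at 37 °C plus 30 min room temperature | Signal: Intracellular calcium via Fluo-8 fluorescence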
M5 ag: human M5 muscarinic receptor agonists, primary screen, CHO-K1 cells, Fluo-8 calcium fluorescence. Muscarinic acetylcholine receptor M5 (Homo sapiens), P08912. CHO-K1 hM5 cells; 0% DMSO wells, 100% maximal acetylcholine response. activation, % at 3 µM. 0.19% of 360,000 active. AID 624037, 2012;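 active = activation above the run's mean over test compounds plus 3 SD, cut at about 23% in these data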;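 note: signal is peak over basal fluorescence ratio across the kinetic read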
Starred values were filed as active, the others as inactive; . = not tested or not shown.

SMILES	CHRM5 antagonist	CHRM4 PAM	TAAR1 ag	M1 PAM parental	CRFBP-R2 agonist	TAAR1 antagonist	CRFBP-R2 block	M5 PAM	M5 ag
O=C(CSc1nnc(-c2ccco2)o1)c1ccccc1	3	-4	4	6	-1.2	-11	11	-1	0
COc1ccc(CCC(=O)Nc2ccc(N3CCOCC3)c(S(=O)(=O)Nc3ccc(OC)cc3)c2)cc1	8	-8	3	-7	-0.5	3	-4	-9	3
Cc1ccc(C)c(NCCC#N)c1	7	10	-2	21	-1.5	10	9	-6	0
O/N=C/c1ccccc1Oc1ccc(Cl)cc1	-10	-10	3	-6	-1.8	-22	-13	-7	-1
CCOc1ccc(CCN2C(=O)C3C4C=CC(C4)C3C2=O)cc1OCC (stereo not drawn)	10	3	0	-7	1.5	-2	4	-9	0
O=C(C[n+]1cc(-c2ccc(Br)cc2)n2c1CCCCC2)c1ccccc1	7	-4	5	21	-0.3	10	12	1	-8
CCOC(=O)C1CCN(C(=O)c2cc(C(C)(C)C)nn2Cc2ccccc2)CC1	18	-34	3	4	-3.2	-24	-5	-17	-3
CCOc1cccc(OCCCCn2cnc3ccccc3c2=O)c1	3	1	3	-11	-0.3	4	-2	-1	3
CS(=O)c1ccccc1-c1nc(-c2cc(C(F)(F)F)cc(C(F)(F)F)c2)no1 (stereo not drawn)	5	6	11	14	3.4	-17	-38	1	-6
Cc1ccc(C)c(OCc2nnc(NC(=O)c3ccc4c(c3)OCO4)s2)c1	9	19	1	16	0.6	-2	-16	-4	-3
O=C(Nc1ccc2c(c1)OCCO2)C1CCCN(S(=O)(=O)c2cccc3nsnc23)C1 (stereo not drawn)	0	-7	12	15	-0.7	22	-10	-13	2
COc1cc(/C=C/C(=O)OCC(=O)NCc2ccccc2OC)ccc1O	-2	10	-1	-12	-4.1	7	6	2	0
CC(C)NCCOc1cccc(Br)c1	-1	0	12	6	0.8	3	-30	3	-11
CC1C(c2ccccc2)OCCN1C(=S)NC(=O)c1ccccc1 (stereo not drawn)	-1	3	32	18	-1.6	-10	-38	-2	0
O=C(c1ccc2nc(-c3ccco3)c(-c3ccco3)nc2c1)N1CCN(c2ncccn2)CC1	11	-7	6	1	1.0	20	-43	-9	-1
COCCCN1C(=O)c2[nH]nc(-c3cc(C)cc(C)c3O)c2C1c1ccc(O)c(OC)c1 (stereo not drawn)	-1	5	4	13	-2.0	12	-8	-1	2
CC(C)(C)c1ccc(C(=O)N2CCC(NC(=O)c3ccccc3)CC2)cc1	-1	2	0	8	-0.2	-3	-1	-2	2
COc1ccc(NC(=O)c2ccc(Cl)c(S(=O)(=O)N3CC(C)OC(C)C3)c2)cn1 (stereo not drawn)	3	7	0	7	-1.6	-8	9	1	1
CN1CCn2cnc(C(=O)NCC(=O)OC(C)(C)C)c2C1=O	3	4	3	10	-0.5	-14	-5	2	2
CN1CCN(C(=O)C2CCCN(S(=O)(=O)c3ccccc3)C2)CC1 (stereo not drawn)	-4	7	0	-6	0.7	4	6	7	4
CCc1cccc(CN2CCC(CNC(=O)Nc3ccc(Cl)cc3)CC2)c1	1	-9	2	16	-0.7	1	-9	0	-1
CC1=NN(c2ccccc2C)C(=O)C1	4	0	0	7	-1.6	8	10	3	4
Cc1ccccc1-n1c(SCc2ccccn2)nc2n[nH]c(C)c2c1=N	14	-7	11	9	-0.1	-2	-15	-8	-3
CS(=O)(=O)c1ccc2nc(NC(=O)Oc3ccccc3)sc2c1	0	6	6	11	-0.2	-3	2	-5	-5
O=C(Cc1cc(=O)[nH]c(=O)[nH]1)NCC1CCCO1 (stereo not drawn)	3	10	1	19	0.0	-15	3	0	1
CCOC(=O)N1CCN(S(=O)(=O)c2ccc3[nH]cc(C(=O)O)c(=O)c3c2)CC1	-1	1	6	8	1.5	2	11	4	-2
COc1ccc(-c2noc(CCC(=O)N3CCN(c4ccccc4)CC3)n2)cc1	-4	6	0	21	-0.3	-3	8	1	0
CC(NC(=O)COc1ccccc1)C(=O)NCc1ccc(S(N)(=O)=O)cc1 (stereo not drawn)	8	8	1	15	-1.1	-13	1	7	1
CCn1c(=O)cc(SCC(=O)NCc2ccc3c(c2)OCO3)c2ccccc21	-2	-5	9	5	-9.2	-1	24	-3	2
Cc1csc(NC(=O)CSc2ncc(-c3ccccc3)[nH]2)n1	3	3	9	8	-0.2	12	1	0	4
Cn1nnnc1SCC(=O)NNC(=O)c1ccc(Br)cc1	0	11	5	-6	-4.0	7	-15	5	-1
CSc1ccc(S(=O)(=O)N2CCC(C(=O)NCc3ccncc3)CC2)cc1	0	-1	2	8	0.1	-9	-6	0	-5
CCC(C)c1ccccc1N1CC(C(=O)N2CCN(c3ccccc3)CC2)CC1=O (stereo not drawn)	3	1	4	8	0.1	2	-2	0	3
CC(C)=C1C(=O)NN(c2ccc(C)c(Cl)c2)C1=O	-8	-3	2	23	-1.3	14	1	9	2
CCC(C)NC(=O)CN1C(=O)CSc2ccc(S(=O)(=O)N3CCCC3)cc21 (stereo not drawn)	-9	0	0	7	0.2	2	0	6	-2
O=C(CCNC(=O)c1ccccc1)NCCCc1ccccc1	6	8	1	-17	-1.0	-13	5	-4	4
CC(C)c1ccc(S(=O)(=O)N2CCN(C(=O)C3=COCCO3)CC2)cc1	14	0	10	10	-0.3	-11	4	-4	2
O=C(NNc1nc2ccccc2s1)Nc1ccc(Cl)c(Cl)c1	8	-10	0	-2	-1.2	12	-9	-3	-1
CCOC(=O)C1CCCN(CC(O)COC(c2ccccc2)c2ccccc2)C1 (stereo not drawn)	-6	-4	3	13	0.7	-19	-12	3	-7
OC1CN=C2Sc3ccccc3N2C1 (stereo not drawn)	-4	3	6	18	-1.2	0	-2	9	-5

Reprinted at random: 4 records from the list, in no set order.
SMILES	CHRM5 antagonist	CHRM4 PAM	TAAR1 ag	M1 PAM parental	CRFBP-R2 agonist	TAAR1 antagonist	CRFBP-R2 block	M5 PAM	M5 ag
CCn1c(=O)cc(SCC(=O)NCc2ccc3c(c2)OCO3)c2ccccc21	-2	-5	9	5	-9.2	-1	24	-3	2
CSc1ccc(S(=O)(=O)N2CCC(C(=O)NCc3ccncc3)CC2)cc1	0	-1	2	8	0.1	-9	-6	0	-5
CC(C)c1ccc(S(=O)(=O)N2CCN(C(=O)C3=COCCO3)CC2)cc1	14	0	10	10	-0.3	-11	4	-4	2
CCOC(=O)N1CCN(S(=O)(=O)c2ccc3[nH]cc(C(=O)O)c(=O)c3c2)CC1	-1	1	6	8	1.5	2	11	4	-2

Following part.
SMILES	CHRM5 antagonist	CHRM4 PAM	TAAR1 ag	M1 PAM parental	CRFBP-R2 agonist	TAAR1 antagonist	CRFBP-R2 block	M5 PAM	M5 ag
Cc1cc2oc(C(=O)NCCc3ccc(S(N)(=O)=O)cc3)c(C)c2cc1C	6	4	8	-2	2.8	7	-11	-6	-2
O=C(CCN1CCC(c2ccccc2)C1)c1cccs1 (stereo not drawn)	-2	-8	100*	17	-2.3	92*	-23	-1	1
Cc1cc2c(N=O)c(NO)ccc2[nH]1	-8	3	.	2	1.5	.	-2	-14	-3
CCOc1ccc(NC(=O)C2C3CC/C=C\CCC32)cc1 (stereo not drawn)	5	-6	-2	15	-0.5	-21	0	3	-1
CC(=O)N1[C@@H]2CC3C4CC=C5C[C@@H](O)CC[C@]5(C)C4CC[C@]3(C)[C@@]21C(C)=O (stereo partly drawn)	-7	9	1	-3	-1.7	17	27	1	0
Nc1ccc(CC(N)c2csc(Nc3cc(Oc4ccccc4)ncn3)n2)cc1 (stereo not drawn)	9	8	20	28	.	9	.	2	-1
CCOC(=O)c1c(Nc2nc(C)c(C(=O)NC)s2)sc(C)c1C	4	9	7	13	-6.4	-11	1	3	-3
COC(=O)c1sccc1NC(=O)c1ccc(Br)o1	-6	2	1	0	1.5	12	6	1	-3
COc1ccc(NC(=O)C2c3ccccc3OCC(=O)N2C2CC2)cc1 (stereo not drawn)	2	3	2	-2	.	-11	.	0	1
Cc1ccc(/C=N/N2CCOCC2)s1	5	-3	2	7	-0.5	2	7	-3	2
Cc1csc(NC(=O)CSc2ncn(-c3ccccc3)n2)n1	5	-3	2	8	0.4	13	9	-6	-2
Cc1cc(C)nc(SCc2nnc(SCc3ccc([N+](=O)[O-])cc3)n2Cc2ccco2)n1	-17	9	0	20	-0.8	-37	79*	8	-7
COc1cc(NS(=O)(=O)N2CCCC2)cc(OC)c1OC	-6	4	8	3	-1.2	-7	7	-5	0
Cc1ccc(C)c(C(C)NC(=O)Cc2cccs2)c1 (stereo not drawn)	7	0	-1	21	-0.8	3	-2	3	-1
Cc1ccc(NS(=O)(=O)c2ccc3c(c2)NC(=O)CCS3)c(Br)c1	5	-6	26	2	6.9	-2	-4	-9	9
COc1ccc(S(=O)(=O)N2CCSC2)cc1C	3	2	4	25	2.1	-6	-19	5	-5
O=C(Cc1ccc(NC(=O)C2CCCN(C(=O)C3CCC3)C2)cc1)Nc1cccc(C(=O)N2CCCCC2)c1 (stereo not drawn)	-8	-5	2	-10	0.3	-15	6	0	-2
CC1(C)Cc2c(sc(NC(=O)c3ccccc3Cl)c2C(=O)O)CO1	-2	1	7	31	1.5	8	4	-1	-3
CCCC(=O)Nc1nc2ccc(NC(=O)c3ccc(Br)o3)cc2s1	-14	9	9	-2	-1.7	8	-20	-3	-2
O=C(NNc1c2ccccc2nc2ccccc12)C(O)c1ccccc1 (stereo not drawn)	-5	3	2	10	-2.5	2	13	4	-7
N#Cc1c(C(F)(F)F)cc(C2CC2)[nH]c1=O	-4	7	1	11	-0.6	-5	8	0	2
COc1ccc(CNC(=O)CN(C(=O)CCC(=O)Nc2ccccn2)c2cc(C)ccc2C)cc1	7	-1	5	12	-0.2	13	1	-1	0
COc1ccc(OCC(=O)Nc2c(C(=O)N3CCN(C)CC3)oc3ccccc23)cc1	5	-3	9	18	0.7	27	-11	-2	-1
